Tb PGK inh: qHTS Assay to Find Inhibitors of Phosphoglycerate Kinase; PGK/GAPDH coupled, Kinase-Glo luminescence, 60 min; Potency, µM (series often up to 57.5 µM), for the others: top-dose activity change, negative = inhibition, hits mostly inhibitors; 380,000 compounds, 0.043% hits; also: % is scaled to controls: 0 for no effect and ±100 for the full control effect; nearly all actives have a fitted effect of over 60% in size
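Recombinant glycosomal PGK reaction used 1,3-bisphosphoglycerate generated in-well by GAPDH (100nM final) in 100mM TEA pH 7.6, 5mM MgCl2, 0.01% Tween-20. After 60 minutes at room temperature, ATP was read by Kinase-Glo Plus luminescence end-point.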
HP1b binding inh: HTS for Inhibitors of HP1-beta Chromodomain Interactions with Methylated Histone Tails. Chromobox protein homolog 1 (Homo sapiens), P83916. AlphaScreen HP1-beta / biotin-H3K9me3 peptide binding. Potency, µM (titrated, usually from 114 µM), for inactives: at the highest dose activity change, negative = inhibition, most hits filed as inhibitors. 390,000 compounds, 0.56% hits; also: nearly all actives have a fitted effect of over 70% in size; inactives centre near 23
Target sequence (P83916 whole entry, looked up): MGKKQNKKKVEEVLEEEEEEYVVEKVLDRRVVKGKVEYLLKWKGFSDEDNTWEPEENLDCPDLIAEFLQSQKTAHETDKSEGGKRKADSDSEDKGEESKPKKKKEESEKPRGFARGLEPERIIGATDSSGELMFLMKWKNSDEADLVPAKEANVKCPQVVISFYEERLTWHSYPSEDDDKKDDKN
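HP1-beta protein (50 nM final) preincubated 30 min at room temperature with biotinylated H3(1-18)K9me3 peptide (50 nM) in PBS pH 7.4, 0.01% Tween-20, then compound added for 30 min. AlphaScreen streptavidin donor/nickel chelate acceptor beads (10 ug/mL final), 30 min dark, luminescence read.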
GLS inhibitor: qHTS for Inhibitors of Glutaminase (GLS); AID 624170, 2012; GLS enzymatic activity, qHTS titration; 410,000 compounds, 0.21% hits; Glutaminase kidney isoform, mitochondrial (Homo sapiens), O94925; Potency, µM (doses to about 45.5 µM), inactives show top-dose activity change, negative = inhibition, usual class: inhibitors; also: % is scaled to controls: 0 for no effect and ±100 for the full control effect
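Coupled fluorescence readout: glutamate oxidase/HRP/Amplex Red detect glutamate formed by hKGA from L-glutamine (1 mM solution added). Buffer 45 mM KH2PO4 pH 8.2, 0.02% Tween-20; reads at t0 and 30 min RT.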
12-LOX inh: Primary qHTS assay for inhibitors of human arachidonate 12S-lipoxygenase (ALOX12): Round 2. purified 12hLO, xylenol orange hydroperoxide absorbance. Potency, µM (top dose mostly 108 µM), without a hit: at the top dose activity change, negative = inhibition, hits mostly inhibitors. 580,000 compounds, 1.1% hits. AID 1671190, 2021; also: % is scaled to controls: 0 for no effect and ±100 for the full control effect
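Hydroperoxide product was detected by ferrous iron/xylenol orange as the 573 to 405 nm absorbance ratio. Arachidonic acid at 40 uM (final) was turned over for 30 min at room temperature by 150 nM human 12hLO, pH 7.0 Hepes buffer, after 15 min compound preincubation.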
rTrxR1 inhibitor: qHTS Assay for Inhibitors of Mammalian Selenoprotein Thioredoxin Reductase 1 (TrxR1): qHTS; recombinant rTrxR1, NADPH fluorescence consumption, selenite substrate; AID 588453, 2011; Potency, µM (doses to about 114 µM), without a hit: at the top dose activity change, negative = inhibition, hits mostly inhibitors; 390,000 compounds, 1% hits; Thioredoxin reductase 1, cytoplasmic (Rattus norvegicus), O89049; also: % is scaled to controls: 0 for no effect and ±100 for the full control effect; nearly all actives have a fitted effect of over 65% in size
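Rat TrxR1 (90 nM in the dispensed reagent) was pre-reduced with 400 uM NADPH for 5 min at room temperature, then incubated with compound for 15 min. After 400 uM selenite was added, NADPH fluorescence (Ex 340/Em 450 nm) was followed for 8 min.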
RGS4 inhibitor: Inhibitors of Regulator of G Protein Signaling (RGS) 4: qHTS. Transcreener GDP fluorescence polarization, RGS4-accelerated GTP hydrolysis. Potency, µM (doses to about 114 µM), for inactives: at the highest dose activity change, negative = inhibition, usual class: inhibitors. 390,000 compounds, 0.039% hits; also: % is scaled to controls: 0 for no effect and ±100 for the full control effect; nearly all actives have a fitted effect of over 75% in size; some results filed as inactive show a strong effect at the top dose
Target sequence (P49798 whole entry, looked up): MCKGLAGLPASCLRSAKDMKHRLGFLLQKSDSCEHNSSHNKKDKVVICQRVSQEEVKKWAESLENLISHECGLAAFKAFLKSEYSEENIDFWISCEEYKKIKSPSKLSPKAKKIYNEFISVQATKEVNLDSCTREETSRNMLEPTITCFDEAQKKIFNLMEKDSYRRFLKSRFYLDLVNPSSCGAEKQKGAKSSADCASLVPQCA
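MLSMR compounds (23 nl, pin-transferred) preincubated 10 min at room temperature with a 500nM (2x) first reagent, then RGS4 at 900nM (2x) plus Transcreener GDP mix added; fluorescence polarization (620/688 nm) read before and after 90 min at 30 °C.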
Pin1 inhibitor: qHTS Assay to Find Inhibitors of Pin1 | Peptidyl-prolyl cis-trans isomerase NIMA-interacting 1 (Homo sapiens), Q13526 | Pin1 FP peptide displacement, HiFluor488, 10 min | Potency, µM (series often up to 115 µM), inactives show at the highest dose activity, negative = inhibition, most hits filed as inhibitors | 390,000 compounds, 0.009% hits; active = well fitted inhibition curve with a large enough effect in the polarisation, with a control signal flat, not every such curve was filed as active; inconclusive = small, poorly fitted or top-dose-only effect, or effect the other way, or a change in a side signal; inactive = no such curve, though single readings can be large or run the other way; the % refers to the polarisation; also: % is scaled to controls: 0 for no effect and ±100 for the full control effect
Target sequence (Q13526 whole entry, looked up): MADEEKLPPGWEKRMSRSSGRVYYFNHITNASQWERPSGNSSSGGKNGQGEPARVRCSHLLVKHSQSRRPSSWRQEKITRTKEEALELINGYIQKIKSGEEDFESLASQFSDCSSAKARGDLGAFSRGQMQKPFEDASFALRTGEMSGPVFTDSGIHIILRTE
ERG Ets-DNA blk: qHTS for Small Molecule Inhibitors of the ERG Ets/DNA interaction; Transcriptional regulator ERG (Homo sapiens), P11308; fluorescence polarization, His-ERG Ets domain / labelled DNA; Potency, µM (titrated, usually from 76.9 µM), for the others: top-dose FP activity, negative = inhibition, actives largely listed as inhibitors; 370,000 compounds, 0.028% hits; active = well fitted inhibition curve with a large enough effect in the polarisation, with a control signal flat; inconclusive = small, poorly fitted or top-dose-only effect, or effect the other way, or a change in a side signal; inactive = no such curve, though single readings can be large or run the other way; the % refers to the polarisation;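 also: polarization taken with two DNA probes labelled with fluorescein and Texas red; % of control where 0% means no effect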
Target sequence (P11308 whole entry, looked up, the tested form may be a part): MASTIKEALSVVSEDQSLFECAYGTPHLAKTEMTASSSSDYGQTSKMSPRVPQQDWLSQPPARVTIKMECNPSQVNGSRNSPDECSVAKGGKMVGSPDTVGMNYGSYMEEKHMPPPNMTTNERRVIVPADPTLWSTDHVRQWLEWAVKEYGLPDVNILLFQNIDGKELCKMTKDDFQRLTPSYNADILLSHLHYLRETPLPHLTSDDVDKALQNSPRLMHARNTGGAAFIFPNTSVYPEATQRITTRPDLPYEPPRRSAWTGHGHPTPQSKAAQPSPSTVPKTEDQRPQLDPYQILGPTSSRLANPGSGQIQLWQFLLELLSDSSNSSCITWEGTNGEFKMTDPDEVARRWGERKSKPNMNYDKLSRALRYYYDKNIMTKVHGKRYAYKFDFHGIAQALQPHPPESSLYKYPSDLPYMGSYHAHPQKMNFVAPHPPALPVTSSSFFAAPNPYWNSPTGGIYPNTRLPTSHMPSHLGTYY
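His-tagged ERG Ets domain (1 uM in the protein solution; 300mM KCl, 50mM Tris-HCl, 1mM EDTA, 1mM DTT, pH 7.5) received compound, then a probe mix of 5 nM fluorescein-DNA and 100nM Texas-615-DNA. Fluorescence polarization was read for both dyes.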
JMJD2A Tudor: qHTS Assay for Inhibitors of JMJD2A-Tudor Domain | Lysine-specific demethylase 4A (Homo sapiens), O75164 | AlphaScreen JMJD2A-Tudor / H3K4me3 peptide binding | Potency, µM (titrated, usually from 114 µM), without a hit: at the top dose activity change, negative = inhibition, most hits filed as inhibitors | 390,000 compounds, 4.4% hits | AID 504339, 2011; also: % is scaled to controls: 0 for no effect and ±100 for the full control effect; nearly all actives have a fitted effect of over 50% in size
Active calls of the source: *; & = joins results of further samples; [ ] = dose if it differs, or a comment. Unless noted, calls follow the shape of the dose curve; as a rule, active = well fitted curve in the direction sought with a large enough effect; inconclusive = small, poorly fitted or top-dose-only effect, or another doubt; inactive = no such curve, though single readings can be large; an effect the other way counts as inactive or inconclusive. Potency is read from the fitted curve at half-maximal effect. The list is partial (hit frequency here may not be typical).

CCOC(=O)C[C@H]1c2cc(C(F)(F)F)ccc2S(=O)(=O)N1C(C)C was read as Tb PGK inh -1.4%, HP1b binding inh 46.3%[activator], GLS inhibitor -0.5%, 12-LOX inh 13.0%, rTrxR1 inhibitor 18.0%&7.3%, RGS4 inhibitor 19.8%, Pin1 inhibitor 2.0%, ERG Ets-DNA blk 2.4% and JMJD2A Tudor -2.9%.
O=C(c1ccc(S(=O)(=O)NCC2CCCO2)cc1)N1CCc2ccccc21 (stereo unspecified) was read as Tb PGK inh -1.4%, HP1b binding inh 5.0%, GLS inhibitor 0.5%, 12-LOX inh 300.1%[activator], rTrxR1 inhibitor -8.0%, RGS4 inhibitor 30.9%, Pin1 inhibitor 1.9%, ERG Ets-DNA blk 0.1% and JMJD2A Tudor -14.9%.
`Cc1cc(C)c(NC2=NS(=O)(=O)c3ccccc32)c(C)c1` gave Tb PGK inh -9.0%, HP1b binding inh 9.7%, GLS inhibitor 5.3%, 12-LOX inh -25.6%, rTrxR1 inhibitor 9.2%[57.1 µM], RGS4 inhibitor -13.7%, Pin1 inhibitor 9.1%, ERG Ets-DNA blk 2.5% and JMJD2A Tudor -14.9%.
N#CCCN(NC1=NS(=O)(=O)c2ccccc21)C(=O)c1ccccc1Br was read as Tb PGK inh -3.4%, HP1b binding inh 59.1%[activator], GLS inhibitor -14.8%, rTrxR1 inhibitor 20.4%, RGS4 inhibitor -23.3%[56.9 µM], Pin1 inhibitor -15.5%, ERG Ets-DNA blk 7.7% and JMJD2A Tudor 35.5µM*.
For Cc1ccn(-c2cc(O)c(-n3ccc(C)n3)cc2O)n1 the results were Tb PGK inh 5.1%, HP1b binding inh inconclusive, GLS inhibitor 18.2%, 12-LOX inh 2.82µM*, rTrxR1 inhibitor -10.3%, RGS4 inhibitor 5.0%, Pin1 inhibitor 0.0%, ERG Ets-DNA blk -2.7% and JMJD2A Tudor inconclusive.
For CC(C)(O)C(=O)N=Nc1c(O)[nH]c2ccccc12 the results were Tb PGK inh -8.5%, HP1b binding inh 30.6%, GLS inhibitor 5.3%, 12-LOX inh 15.0%, rTrxR1 inhibitor 16.2%[57.1 µM], RGS4 inhibitor -11.4%, Pin1 inhibitor -0.1%, ERG Ets-DNA blk -2.4% and JMJD2A Tudor -5.3%[11.4 µM].
Screening CCCC(=O)Nc1cccc(OCc2cc(=O)n3cccc(C)c3n2)c1 returned Tb PGK inh -2.3%, HP1b binding inh 2.1%[57 µM], GLS inhibitor -5.9%, 12-LOX inh -1.9%, rTrxR1 inhibitor 23.1%[57.1 µM], RGS4 inhibitor 23.8%, Pin1 inhibitor -2.1%, ERG Ets-DNA blk -0.6% and JMJD2A Tudor -6.8%.
Screening COc1cc(OC)c(C(=O)O/N=C(\N)c2ccccn2)cc1OC returned Tb PGK inh 6.4%, HP1b binding inh 20.3%, GLS inhibitor -1.5%, 12-LOX inh -6.5%, rTrxR1 inhibitor 10.4%, RGS4 inhibitor 7.4%, Pin1 inhibitor 2.7%, ERG Ets-DNA blk -11.5% and JMJD2A Tudor 2.9%.
CCCc1cc(=O)oc2cc(Oc3ncccn3)ccc12 was read as Tb PGK inh 5.5%, HP1b binding inh 68.4%[activator], GLS inhibitor -0.7%, 12-LOX inh 0.0%, rTrxR1 inhibitor 15.5%, RGS4 inhibitor -3.3%[56.9 µM], Pin1 inhibitor inconclusive, ERG Ets-DNA blk -5.6% and JMJD2A Tudor -5.3%[57.1 µM].
CC(C)C(=O)NN(C(=O)C(C)C)c1nc2ccccc2s1 was read as Tb PGK inh inactive, HP1b binding inh 27.9%, GLS inhibitor -5.5%, 12-LOX inh inconclusive, rTrxR1 inhibitor 4.4%[57.1 µM], RGS4 inhibitor -0.2%, Pin1 inhibitor -3.5%, ERG Ets-DNA blk -2.0% and JMJD2A Tudor -0.7%.
O=C1NC(=O)/C(=C\c2ccsc2)N1 was read as Tb PGK inh 5.5%, HP1b binding inh -3.2%, GLS inhibitor 0.8%, 12-LOX inh -15.3%, rTrxR1 inhibitor 23.2%[57.1 µM], RGS4 inhibitor inconclusive, Pin1 inhibitor 0.6%, ERG Ets-DNA blk 9.5% and JMJD2A Tudor 31.6µM*.
Screening O=C(CC(c1ccccc1)c1ccccc1)NCC1CCCO1 (stereo unspecified) returned Tb PGK inh -6.1%, HP1b binding inh 40.6%[activator], GLS inhibitor -10.1%, 12-LOX inh 0.0%, rTrxR1 inhibitor 8.2%, RGS4 inhibitor 11.2%, Pin1 inhibitor 0.0%, ERG Ets-DNA blk 3.4% and JMJD2A Tudor -13.9%.
Screening CC1CCCN(CCCNC(=O)c2nn(C)c3c2CS(=O)(=O)c2ccccc2-3)C1 (stereo unspecified) returned Tb PGK inh inactive, HP1b binding inh 75.8%[activator], GLS inhibitor -3.0%, 12-LOX inh 13.4%, rTrxR1 inhibitor -16.1%, RGS4 inhibitor inconclusive, Pin1 inhibitor inconclusive, ERG Ets-DNA blk 4.7% and JMJD2A Tudor -1.9%.
For Cc1ccc(NS(=O)(=O)c2ccc3c(c2)NC(=O)C(C)C(=O)N3)c(Br)c1 (stereo unspecified) the results were Tb PGK inh -1.8%, HP1b binding inh 37.0%, GLS inhibitor -3.3%, 12-LOX inh -7.4%, rTrxR1 inhibitor 12.8%[57.1 µM], RGS4 inhibitor -9.2%, Pin1 inhibitor 9.1%, ERG Ets-DNA blk -6.8% and JMJD2A Tudor -4.9%.
Screening CC(C)NC(=O)C1CCN(C2CCN(C(=O)Cc3ccc4c(c3)OCO4)CC2)CC1 returned Tb PGK inh inactive, HP1b binding inh 27.5%, GLS inhibitor -15.6%, 12-LOX inh -12.7%, rTrxR1 inhibitor 19.5%[57.1 µM], RGS4 inhibitor -1.5%, Pin1 inhibitor 0.8%, ERG Ets-DNA blk 5.6% and JMJD2A Tudor -4.2%.
O=C1OCCC1Sc1nc2cc(Cl)ccc2s1 (stereo unspecified) was read as Tb PGK inh -4.5%, HP1b binding inh 28.1%, GLS inhibitor -1.1%, 12-LOX inh -16.1%, rTrxR1 inhibitor -17.8%, RGS4 inhibitor 15.4%, Pin1 inhibitor 0.0%, ERG Ets-DNA blk 3.1% and JMJD2A Tudor 9.6%.
CC(=O)C1=C(O)CCC1=N was read as Tb PGK inh -0.3%, HP1b binding inh 16.5%, GLS inhibitor -2.0%, 12-LOX inh 0.0%, rTrxR1 inhibitor 7.7%[57.1 µM], RGS4 inhibitor -6.5%, Pin1 inhibitor -6.0%, ERG Ets-DNA blk -2.3% and JMJD2A Tudor 3.3%.
Cc1noc(C)c1COc1ccc(C(=O)N2CCN(c3ccccc3O)CC2)cc1 was read as Tb PGK inh -1.9%, HP1b binding inh 51.1%[activator], GLS inhibitor 25.9%, 12-LOX inh inconclusive, rTrxR1 inhibitor 15.8%, RGS4 inhibitor 0.3%, Pin1 inhibitor 4.2%, ERG Ets-DNA blk -17.4% and JMJD2A Tudor -33.5%.
O=C(OCC(=O)N1CCCCC1)c1cccs1 was read as Tb PGK inh inactive, HP1b binding inh -5.0%, GLS inhibitor 2.0%, 12-LOX inh 0.1%, rTrxR1 inhibitor 15.7%, RGS4 inhibitor 4.4%, Pin1 inhibitor -4.1%, ERG Ets-DNA blk -4.6% and JMJD2A Tudor -11.7%.
For C/C=C(/C)C(=O)OC1c2c(ccc3ccc(=O)oc23)OC(C)(C)C1OC(C)=O (stereo unspecified) the results were Tb PGK inh -2.3%, HP1b binding inh 33.9%, GLS inhibitor 2.6%, 12-LOX inh 0.0%, rTrxR1 inhibitor -16.0%, RGS4 inhibitor -25.6%, Pin1 inhibitor -4.2%, ERG Ets-DNA blk 0.1% and JMJD2A Tudor -1.9%.
For CC1(C)CC(=O)C2=C(C1)OC(N)=C(C#N)C2C1C=CCCC1 (stereo unspecified) the results were Tb PGK inh 0.9%, HP1b binding inh 19.4%, GLS inhibitor 14.3%, 12-LOX inh 0.0%, rTrxR1 inhibitor 13.1%[57.1 µM], RGS4 inhibitor -1.1%, Pin1 inhibitor -1.5%, ERG Ets-DNA blk 0.4% and JMJD2A Tudor 0.7%.
Cc1ccc(S(=O)(=O)N(C)C)cc1NC(=S)NC1CCCC(C)C1C (stereo unspecified) was read as Tb PGK inh -3.2%, HP1b binding inh 16.5%, GLS inhibitor -1.9%, 12-LOX inh inconclusive, rTrxR1 inhibitor inconclusive, RGS4 inhibitor -11.6%, Pin1 inhibitor -5.0%, ERG Ets-DNA blk -5.9% and JMJD2A Tudor -13.0%.
